IL-1B inflam inh: qHTS for Inhibitors of Inflammasome Signaling: IL-1-beta AlphaLISA Primary Screen; THP-1 LPS/ATP IL-1B secretion, AlphaLISA, 16 h; stronger effect = lower value; activity change, % at 57.5 µM; 360,000 compounds, 4.7% hits; in the data active = activity change below about -50%; inconclusive = mostly about -30% to -49%; note: % is set by controls: 0 for no effect and ±100 for the full control effect
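Secreted IL-1B measured by AlphaLISA bead assay after 16 h compound exposure of THP-1 cells; compounds (final up to 57.5 uM) added 1 h before LPS (250 ng/mL) and ATP (1.25 mM) stimulation; lower signal means less secretion.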
KB-3-1 tox: qHTS assay for MDR1-selective chemotherapeutics: Primary screen using the parental adenocarcinoma cell KB-3-1; 400,000 compounds, 1.4% hits; Potency, µM (doses to about 46.1 µM), for the others: at the highest dose activity change, negative = cytotoxic, most hits filed as cytotoxic; KB-3-1 viability, CellTiter-Glo ATP luminescence, 72 h; note: potency is the fitted concentration of half-maximal effect; % is set by controls: 0 for no effect and ±100 for the full control effect; nearly all actives have a fitted effect of over 60% in size
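Here the drug-naive KB-3-1 line serves as comparator for MDR sub-line selectivity; cells received compound titrations, 72 h at 37 °C, then CellTiter-Glo readout.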
HT1080-NT tox: qHTS for induction of synthetic lethality in tumor cells producing 2HG: qHTS for the HT-1080-NT fibrosarcoma cell line; HT-1080-NT fibrosarcoma viability, CellTiter-Glo ATP luminescence, 48 h; Potency, µM (doses to about 46.1 µM), for inactives: top-dose activity, negative = less viability, hits mostly cytotoxic; 360,000 compounds, 1.6% hits; AID 686970, 2013;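 note: NT is the 2HG producing partner of a matched IDH1 knockdown line; potency is the fitted concentration of half-maximal effect; 0% = DMSO-treated cells and -100% = media-only wells without cells; nearly all actives have a fitted effect of over 55% in size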
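Fibrosarcoma NT cells, 750 per well in 5% FBS RPMI, were exposed to compound for 48 hours. Viability: CellTiter-Glo luminescence.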
HepG2 viability: qHTS for Inhibitors of TGF-b: Cytotox Counterscreen | Potency, µM (titrated, usually from 46.1 µM), for inactives: top-dose activity change, negative = cytotoxicity, most hits filed as cytotoxic | HepG2 CAGA-GFP viability, ATP luminescence, 18 h | 410,000 compounds, 0.76% hits | AID 588856, 2011; note: potency is the fitted concentration of half-maximal effect; some results filed as inactive show a strong effect at the top dose
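HepG2 CAGA-GFP cells (1000/well, DMEM with 1% FBS) received compound, then TGF-beta at 500 pg/mL final, and were incubated 18 hours at 37 degrees C. Viability was read by CellTiter-Glo luminescence. Media-only wells were set as complete cell-killing and DMSO as no toxicity.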
HT1080 IDH1KD tx: qHTS for induction of synthetic lethality in tumor cells producing 2HG: qHTS for the HT-1080-IDH1KD cell line. Potency, µM (highest dose often 46.1 µM), inactives show at the highest dose activity, negative = toxicity, usual class: cytotoxic. 360,000 compounds, 2% hits. HT-1080 IDH1 knockdown viability, ATP luminescence, 48 h;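 note: potency is the fitted concentration of half-maximal effect; 0% = DMSO wells and -100% = cell-free medium wells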
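IDH1KD HT-1080 cells, 750/well, RPMI + 5% FBS; compound pinned after 2 h settling; 48 h, 37 °C; CellTiter-Glo luminescence; % activity normalised to DMSO and no-cell wells; curves fitted, classed by r2 and efficacy.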
ATXN2 expr inh: Primary qHTS for Inhibitors of ATXN expression. AID 1745845, 2022. HEK-293 ATXN2-luciferase reporter, luminescence, 24 h. Potency, µM (doses to about 57 µM), inactives show at the top dose activity change, negative = inhibition, most hits filed as inhibitors. 360,000 compounds, 0.72% hits; note: potency is the fitted concentration of half-maximal effect; % is set by controls: 0 for no effect and ±100 for the full control effect; nearly all actives have a fitted effect of over 55% in size
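qHTS (up to 57 uM final) was run with 24 h compound exposure of reporter cells at 37 °C. Each well was multiplexed: SteadyGlo luminescence measured ATXN2-luciferase expression after a fluorogenic Gly-Phe-AFC viability readout (25 uM final).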
MCF10A rerep: A quantitative high throughput screen for small molecules that induce DNA re-replication in MCF 10a normal breast cells; MCF 10A DNA re-replication, Hoechst nuclear intensity, 48 h; Potency, µM (top dose mostly 46.1 µM), for the others: at the highest dose activity, positive = re-replication, usual class: activators; 350,000 compounds, 2.9% hits; AID 624296, 2012; note: potency is the fitted concentration of half-maximal effect; % of control where 0% means no effect; nearly all actives have a fitted effect of over 50% in size
SW480 rerep: A quantitative high throughput screen for small molecules that induce DNA re-replication in SW480 colon adenocarcinoma cells. SW480 DNA re-replication, Hoechst DNA content imaging, 48 h. Potency, µM (titrated, usually from 46.1 µM), for the others: at the top dose re-replication activation, hits mostly activators. 340,000 compounds, 1.8% hits; note: potency is the fitted concentration of half-maximal effect; % of control where 0% means no effect; nearly all actives have a fitted effect of over 55% in size
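First, 250 cells per well were seeded. Next, compound or vehicle (23 nL) was pinned in, plates sat 48 hr at 37 C. Finally Hoechst was added for 40 min before fluorescence scanning.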
S2 tox: Viability Counterscreen for Primary qHTS for Inhibitors of ATXN expression. S2 cells (HEK-293 line with an ATXN2-luciferase reporter) viability, CellTiter-Fluor protease fluorescence, 24 h. Potency, µM (titrated, usually from 56.7 µM), hits mostly cytotoxic. 400,000 compounds, 0.49% hits; note: potency is the fitted concentration of half-maximal effect; nearly all actives have a fitted effect of over 40% in size
* = called active by the depositor; i = inactive; ? = inconclusive; . = no result given; & = joins results of further samples; [ ] = another dose, or the depositor's remark. Unless noted, calls come from the whole dose curve; as a rule, active = well fitted curve in the direction sought with a large enough effect; inconclusive = small, poorly fitted or top-dose-only effect, or another doubt; inactive = no such curve, though single readings can be large; an effect the other way counts as inactive or inconclusive. The order is random. About 8.9% of those tested had a hit in this group.

Each structure is followed by: IL-1B inflam inh	KB-3-1 tox	HT1080-NT tox	HepG2 viability	HT1080 IDH1KD tx	ATXN2 expr inh	MCF10A rerep	SW480 rerep	S2 tox
Cc1oc(/N=C/c2ccc(O)cc2O)c(C#N)c1C
→ 37	-16%	3%	3%	-1%	20%	-10%	-7%	i
CCOc1ccc2[nH]c3c(N4CCN(c5ccccn5)CC4)ncnc3c2c1
→ -77*	?	?	-43%	?	?	12%	?	i
O=C1CN2C(=N1)N(Cc1ccccc1)c1ccccc12
→ 23	4%	1%	5%	-2%	120%[activator]	1%	-15%	i
Cc1ccc(C(=O)/C=C/c2ccc3ncccc3c2)cc1
→ -58*	-16%	-13%	-64%	-24%	-1%	18µM*	?	i
COc1ccc(C(=O)N/N=C(\C)CC(=O)Nc2ccc(Cl)cn2)cc1
→ .	5%	-14%	15%	10%	1%	?	-13%	i
Cc1ccc(S(=O)(=O)NCCC(=O)NCC(c2cccs2)N(C)C)cc1C (stereo not given)
→ 28	-4%	-2%	6%	-6%	7%	24%	6%	i
CC(C)CS(=O)(=O)C1=NN2C(=N)/C(=C\c3ccc(OC(=O)c4ccco4)cc3)C(=O)N=C2S1
→ -8	-4%	-6%	4%	-6%	12%	-31%	1%	i
Cc1ccc(CNC(=O)CCCCCn2c(=O)c3sccc3n(CC(=O)Nc3c(C)cc(C)cc3C)c2=O)cc1
→ .	0%	.	17%	.	7%	.	.	i
CCOC(=O)Nc1ccc2c(c1)N(C(=O)CCN1CCN(CCO)CC1)c1ccccc1CC2
→ -7	5%	-17%	2%	-17%	-5%	0%	-7%	i
COc1ccccc1N1C(N)=NC(N)=NC12CCCCC2
→ 34	-19%	-1%	5%	0%	21%	-11%	-3%	i
Cc1sc2ncn(CC(=O)NCc3ccco3)c(=O)c2c1-c1ccc(F)cc1
→ 0	10%	-1%	2%	-18%	.	-15%	?	i
Cc1nc2ccccc2c(=O)n1/N=C/c1cccs1
→ 10	11%	15%	4%	6%	15%	-8%	0%	i
CCCCN(CCCC)CCCNC(=O)C12CN(Cc3ccccc3)CC1C(c1cccc([N+](=O)[O-])c1)=NO2 (stereo not given)
→ ?	-7%	-13%	-27%	-13%	-19%	-1%	6%	?
CCOC(=O)C1C(=O)NC(N2CCOCC2)=NC1c1ccco1 (stereo not given)
→ 8	16%	16%	9%	13%	0%	0%	10%	i
N/C(=N\OC(=O)Cc1ccccc1)c1cccc(Br)c1
→ -9	-10%	-1%	-14%	7%	0%	-1%	3%	i
CN(Cc1cnccn1)C(=O)c1cc(COc2cccc(C(F)(F)F)c2)on1
→ -15	2%	-2%	-8%	-2%	25%	0%	0%	i
CCc1ncc(C)nc1CC
→ 9	0%	8%	8%	10%	1%	-3%	-35%[inhibitor]	i
CSc1ccc(S(=O)(=O)NCCCn2ccnc2)cc1
→ 2	-3%	0%	-19%	-1%	-11%	5%	-3%	i
Cn1c(SCC(=O)NC2CCCCC2)nnc1-c1ccccc1O
→ 12	-7%	6%	5%	16%	0%	-36%[inhibitor]	-6%	i
C=CCN1C(c2ccc(Br)cc2)=CS/C1=C(/C#N)c1nnc(N2CCOCC2)n1-c1ccccc1
→ -10	-24%	-12%	-2%	-13%	.	6%	?	i
O=[N+]([O-])c1ccc(C=NN2CCOCC2)s1
→ 5	-25%	-4%	-45%	2%	.	.	.	?
COc1ccc(/C=N/N2CCN(c3ccc(Cl)cc3)CC2)cc1
→ 1	14%	26%	-13%	?	-8%	?	1%	i
CCc1sc(C(=O)NC(C)C2CCCO2)cc1Br (stereo not given)
→ 12	3%	-3%	-17%	-1%	10%	2%	-7%	i
COc1ccc(N2CCN(CC(O)COCc3ccccc3)CC2)cc1 (stereo not given)
→ -4	1%	15%	-8%	7%	2%	5%	-2%	i
O=C(NC1CCCc2ccccc21)c1ccc(=O)[nH]c1 (stereo not given)
→ -2	-4%	-2%	0%	-3%	-1%	12%	-1%	i
CC(=O)c1cccc(NC(=O)C(C)OC(=O)CN2C(=O)NC(C)(C)C2=O)c1 (stereo not given)
→ -1	-1%	15%	-6%	-4%	.	10%	-7%	i
Cc1ccc2onc(CC(=O)N3CCN(c4cccc(Cl)c4)CC3)c2c1
→ .	-17%	.	-23%	.	0%	.	.	i
Cc1cccc(Oc2ccccc2NC(=O)CSCC(=O)Nc2cc(C)on2)c1
→ 3	?	-11%	-24%	-25%	20%	19%	-3%	i
C#CNC(=O)C1(CC=C)CCNCC1
→ 4	19%	8%	-1%	8%	11%	-2%	-1%	i
CCN(CC)CCCNC(=O)c1cc2c(Cl)nc3ccccc3c2s1
→ ?	?	?	-99%	?	-25%	66%	?	i
O=S(=O)(/N=C/c1c(O)ccc2ccccc12)c1ccccc1
→ 18	-4%	-20%	29%	?	-6%	?	-11%[9.22 µM]	?
O=C(CCCC(=O)N1CCN(c2ccc([N+](=O)[O-])cc2)CC1)c1ccccc1
→ ?	-9%	1%	20%	-1%	1%	3%	-20%	?
COC(=O)c1ccccc1NC(=O)Cn1cnc([N+](=O)[O-])c1
→ 0	0%	-1%	-3%	0%	-26%	-23%[9.22 µM]	-38%[inhibitor]	?
Cc1ccc(/C=C/C(=O)OCC(=O)NCc2cccs2)o1
→ -5	2%	-2%	-2%	-2%	5%	4%	-19%	i
O=C(NC(=S)N1CCc2ccccc21)c1ccco1
→ 22	?	3%	-4%	-2%	-23%	6%	-1%	i
Clc1ccc(-c2nnc(COc3ncnc4sccc34)o2)cc1
→ 33	0%	4%	16%	10%	9%	-6%	-2%	i
Fc1ccc(NCc2ccccc2-c2nnc(-c3ccccc3Cl)o2)cc1Cl
→ .	-1%	.	-3%	.	19%	.	.	i
Cc1cccc(C(=O)Nc2sc3c(c2C(=O)N2CCCCC2)CCC(C)C3)c1 (stereo not given)
→ .	12%	.	-2%	.	4%	.	.	i
Cc1ccc(C(=O)NCC(=O)N2CCN(c3ccccc3O)CC2)s1
→ -17	-7%	-5%	-1%	1%	.	.	.	i
CC(C)(C)NC(=O)CN(C(=O)CSc1nnc(COc2ccccc2)o1)c1cccc(F)c1
→ ?	0%	1%	0%	-9%	4%	?	?	i
Cc1ccccc1N(C)S(=O)(=O)c1nnc(NC(=O)c2ccccc2F)s1
→ -19	1%	-3%	-17%&-16%	-21%	10%	7%	5%	i
Cc1cc(C)c(S(=O)(=O)n2nc(C)c(Br)c2C)c(C)c1
→ 8	21%	6%	0%	10%	-2%	-34%[inhibitor]	0%	i
COc1ccc(CNc2nc(-c3ccc(OC)cc3)cc(C(F)(F)F)n2)cc1
→ .	-17%	.	-19%	.	0%	.	.	i
N#CC1(NC(=O)CN2c3cccc4cccc(c34)S2(=O)=O)CCCCC1
→ -1	7%	-2%	-12%	-14%	-2%	2%	0%	i
CCN(CC)CCN(C(=O)c1ccco1)c1nc2cc(C)cc(C)c2s1
→ .	?	.	-35%	.	-20%	.	.	i
COCCNC(=O)CSc1cc(-c2ccccc2)c2ccc(OC)cc2n1
→ -9	?	?	12%	?	-26%	?	1%	i
CN(C)c1ccc(C(=O)Nc2cc(C(F)(F)F)ccc2-n2cncn2)cc1
→ -22	16%	15%	4%	9%	0%	-4%	-13%[9.22 µM]	i
COC(=O)/C=C/c1ccc2c(c1)S(=O)(=O)N(Cc1ccc(OC)cc1)[C@H]2CC(=O)OC
→ -10	0%	0%	-2%	-2%	-3%	?	-7%	i
Cc1ccc(-n2c(=O)c3c4c(sc3n3c(=S)[nH]nc23)CCC4)cc1
→ -20	-7%	-6%	3%	-2%	.	0%	9%	i
O=C(Nc1cccc(S(=O)(=O)N2CCCCC2)c1)c1cc2ccccc2o1
→ -10	.	0%	-3%	1%	10%	-7%	0%	i
CCn1cc2nc(SCC(=O)Nc3cc(OC)ccc3OC)n(Cc3ccc(Cl)cc3)c(=O)c2n1
→ .	15%	.	-1%	.	-14%	.	.	i
CCOC(=O)C1=CN(CC)S(=O)(=O)NC1c1cccc(OC)c1 (stereo not given)
→ 10	0%	2%	-2%	4%	9%	-1%	4%	i
CSc1cccc(-n2cc(-c3ccc4c(c3)OCO4)[nH]c2=O)c1
→ -14	4.1µM*	?	-4%	?	51%[activator]	21µM*	21µM*	i
CCCCn1c(-c2ccc(F)c(F)c2)nc2cc3[nH]c(=O)c(C(C)C)nc3cc21
→ -19	16%	?	-22%	-21%	-7%	23µM*	0%	i
CCn1c2ccccc2c2cc(C3C(C#N)=C(N)Oc4n[nH]c(COC)c43)ccc21 (stereo not given)
→ ?	-4%	11µM*	4µM*	8.9µM*	2.5µM*	?	30%	i
CCCc1cc(=O)n2nc(N3CCC(C(=O)Nc4c(F)c(F)c(F)c(F)c4F)CC3)sc2n1
→ -3	-1%	11%	0%	3%	2%	5%	13%	i
Oc1c(N=Nc2ccccc2)sc2ccccc12
→ 0	?	-9%	-71%	-8%	.	8%	-7%	i

Taken from above:
HepG2 viability with Cc1ccc(/C=C/C(=O)OCC(=O)NCc2cccs2)o1 is entered as -2%
SW480 rerep with COC(=O)c1ccccc1NC(=O)Cn1cnc([N+](=O)[O-])c1 is entered as -38%[inhibitor]
